Screening results (PubChem BioAssay)
zVAD death inh: blocks zVAD induced death of L929 cells | AID 1377 | hit rate 0.38% among 220,000 | viability rescue, % at 10 µM | L929 zVAD necroptosis rescue, ATP luminescence, 24 h; with zVAD 60 µM;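 active means activation, scaled between plate controls, above about 75%, limit read from the data; inactive means activation under that limit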;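 further: 0% = zVAD with DMSO and 100% = DMSO alone without zVAD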
Tb hexokinase: blocks Trypanosoma brucei hexokinase 1 activity; recombinant TbHK1, G6PDH-coupled NADH A340; inhibition, % at 10 µM; hit rate 0.11% among 220,000;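 active means inhibition of 50% or more in the single-dose primary screen; inactive means inhibition below 50%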
14-3-3 Bad inh: disrupts binding of bovine 14-3-3 zeta to phospho-Bad peptide | P63103 | TR-FRET 14-3-3zeta/Dy647-pBad peptide displacement, 1 h | inhibition, % at 21.7 µM | hit rate 0.71% among 220,000;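 active means inhibition above about 70%, limit read from the data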;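 further: 0% = full 14-3-3 plus peptide FRET controls and 100% = background without 14-3-3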
Runt-CBFb FRET: inhibitors of human RUNX1 Runt domain binding to CBFb | Q01196+Q13951 | Cerulean-Runt/Venus-CBFb FRET ratio 530/480, 1 h | hit rate 0.46% among 220,000 | AID 1496 | inhibition, % at 20 µM;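 active means inhibition over about 50% at 20 µM in the single-dose screen, limit read from the data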;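 further: 0% = DMSO wells and 100% = excess unlabeled CBFb competitor control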
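Measured by: fluorescence energy transfer, 422 nm excitation, 530/480 nm emission; Assay system: Cerulean-Runt domain; Medium: Tris pH 7.5 buffer with BSA; Measure: loss of energy transfer signal; Controls: 5 µM unlabeled CBFb as full-inhibition high control; Incubation: protein complex preformed 1 h, compound exposure 1 h, room temperature, dark.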
p47phox inh: blocks human p47phox regulatory protein of NADPH oxidases; hit rate 0.53% among 220,000; P14598; p47phox/p22phox peptide binding, fluorescence polarization, 2 h; inhibition, % at 24.7 µM;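 active means inhibition above about 30%, limit read from the data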;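 further: 0% = p47phox with labelled peptide and 100% = labelled peptide alone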
Target sequence (P14598 whole entry, looked up): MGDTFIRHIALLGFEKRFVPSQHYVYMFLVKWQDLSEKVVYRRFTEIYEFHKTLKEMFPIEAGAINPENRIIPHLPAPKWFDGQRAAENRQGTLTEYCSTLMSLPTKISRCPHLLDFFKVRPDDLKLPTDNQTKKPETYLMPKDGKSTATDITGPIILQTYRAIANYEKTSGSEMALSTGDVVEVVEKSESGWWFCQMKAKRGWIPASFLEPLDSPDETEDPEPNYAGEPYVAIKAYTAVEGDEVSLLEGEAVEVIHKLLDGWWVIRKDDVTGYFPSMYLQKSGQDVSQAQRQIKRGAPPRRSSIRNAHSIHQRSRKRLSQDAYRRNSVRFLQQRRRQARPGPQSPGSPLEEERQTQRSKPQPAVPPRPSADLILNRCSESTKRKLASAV
EBV gp42 block: inhibitors of Epstein-Barr virus glycoprotein 42. Fluorescence polarization binding assay, mP read-out. hit rate 0.42% among 220,000. inhibition, % (tested at 21.74 µM). Q1HVG2; in the data active means inhibition above about 50%
MDM2 E3 inh: blocks human Mdm2 ubiquitin ligase activity; cell-based MDM2 ubiquitination luciferase reporter, 2 h; 0 = plate control, 100 = twice control, blank-subtracted; Q00987; signal enhancement, % at 5 µM; hit rate 0.11% among 210,000;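 active means signal enhancement of 30% or more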;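 further: luminescence tracks abundance of the self-degrading MDM2-luciferase fusion protein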
Target sequence (Q00987 whole entry, looked up, the tested form may be a part): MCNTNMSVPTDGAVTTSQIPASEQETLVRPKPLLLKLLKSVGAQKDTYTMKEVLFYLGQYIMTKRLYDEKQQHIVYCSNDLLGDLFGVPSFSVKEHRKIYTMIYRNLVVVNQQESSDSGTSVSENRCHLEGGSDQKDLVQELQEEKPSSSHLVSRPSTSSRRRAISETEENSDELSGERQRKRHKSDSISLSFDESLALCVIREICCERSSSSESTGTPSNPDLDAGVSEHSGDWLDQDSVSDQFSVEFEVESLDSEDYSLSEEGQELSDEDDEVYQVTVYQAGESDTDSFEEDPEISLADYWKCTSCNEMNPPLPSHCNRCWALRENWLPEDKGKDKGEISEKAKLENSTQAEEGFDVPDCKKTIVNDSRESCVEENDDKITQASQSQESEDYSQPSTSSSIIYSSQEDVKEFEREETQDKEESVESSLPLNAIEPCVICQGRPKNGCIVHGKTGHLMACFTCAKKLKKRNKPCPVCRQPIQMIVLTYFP
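Timing – 2 h compound exposure at 37 °C · Assay system – mammalian cells stably expressing self-ubiquitinating, self-degrading MDM2 E3–luciferase fusion · Amount – 2000 cells seeded into each well · Measure – % luminescence enhancement versus blank-corrected plate control mean · Measured by – SteadyLite luminescence, 15 min reagent step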
Runt-SMMHC FRET: inhibitors of human RUNX1 Runt domain binding to CBFb-SMMHC. Cerulean-Runt/Venus-CBFb-SMMHC FRET ratio 530/480, 1 h. inhibition, % at 20 µM. hit rate 0.74% among 220,000. AID 1434. Q01196+Q13951;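 active means mean inhibition across duplicate retests at 20 µM reaching about 50%, limit read from the data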;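 further: 0% = DMSO wells and 100% = wells with excess untagged CBFb-SMMHC; inhibitors lower the FRET ratio by blocking Runt binding to CBFb-SMMHC; some results filed as inactive read as strong as hits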
Hck Nef HTS: blocks Nef-activated human Hck kinase; AID 463187; Recombinant Hck-YEEI plus Nef, Z-Lyte FRET kinase assay; P08631; inhibition, % at 20 µM; hit rate 0.68% among 220,000;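 active means Hck-Nef kinase inhibition above about 50%, limit read from the data; inactive means inhibition below that limit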;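 further: 0% = DMSO with Hck plus Nef and 100% = Hck alone without Nef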
* = called active by the depositor; x = no result given; [ ] = another dose, or the depositor's remark.

SMILES	zVAD death inh	Tb hexokinase	14-3-3 Bad inh	Runt-CBFb FRET	p47phox inh	EBV gp42 block	MDM2 E3 inh	Runt-SMMHC FRET	Hck Nef HTS
Cn1cccc1CC(=O)N/N=C\c1cccs1	0.1	-7	3	-4	-8	-11	-29	-1	-1
O=C(O)c1cc(-c2ccc(/C=N/N3C(=O)C4C5C=CC(C6CC56)C4C3=O)o2)ccc1Cl (centres undefined)	0.3	-35	7	2	-9	-2	-12	0	13
COCCN(Cc1cc2cc3c(cc2nc1Cl)OCO3)C(=O)Nc1ccccc1OC	0.2	-9	10	-7	-12	-8	-14	4	3
C=CCNC(=O)c1cc(Cl)ccn1	2.0	-1	-23	0	-3	-11	-9	-1	19
CCCC/C(O)=C1\C(=O)CCCC1=NCCc1c(C)[nH]c2ccccc12	0.1	-8	2	0	1	-10	-6	2	31
CC1=Nc2cc(C(=O)O)ccc2Sc2ccc(C)cc21	3.4	0	-16	1	-17	-14	1	-2	23
Cc1c(C#N)c2ncn(Cc3ccccc3)c(=O)c2n1-c1ccccc1	-0.6	0	5	0	-7	-4	-1	3	7
C/C(N)=C(/C#N)C(=O)CSc1nnc(-c2ccccc2Br)o1	0.3	2	1	-2	-8	4	-5	2	5
Cc1ccc(C)c(-n2nnnc2SCC(=O)NCCC2=CCCCC2)c1	-0.1	2	7	-2	-10	-4	-7	0	0
CC(C)c1ccc(S(=O)(=O)N2CCCCC2)cc1	0.0	2	-5	0	-2	-1	-5	-1	2
CCC(=O)Nc1cccc(Br)c1	0.0	1	-1	0	4	-13	-11	3	2
COc1cccc(NC(=O)Nc2ccncc2)c1	-0.5	-3	-5	0	0	-5	5	0	-12
Cc1cc(-c2ccccc2)nc(N/N=C/c2ccc([N+](=O)[O-])cc2)n1	0.8	15	6	-6	-19	1	0	-6	3
Cn1c(SCC(=O)c2ccc3c(c2)NC(=O)CO3)nc2ccccc21	0.3	0	48	0	11	3	-19	-5	22
CCCCNS(=O)(=O)c1ccc2nc(-c3cccnc3)cc(C(=O)NCCCOCC)c2c1	0.8	-6	-4	-4	-5	-8	-2	1	12
Oc1ccc(NC(=S)N=Nc2c(O)[nH]c3ccccc23)cc1	3.9	-11	-32	2	-13	2	-15	1	11
COc1ccc(CNC(=O)c2coc(=O)c3ccccc23)cc1	3.1	1	-1	1	3	-7	9	-2	22
CC(CCc1ccccc1)NC(=O)COc1ccc(S(=O)(=O)N2CCOCC2)cc1[N+](=O)[O-] (centres undefined)	0.0	-9	1	-7	2	-19	3	2	5
O=C(NCc1ccccc1)C1CCCN(S(=O)(=O)c2cccnc2)C1 (centres undefined)	-0.3	-3	-5[fluorescence artefact?]	0	-10	-24	15	-2	0
CCOC(=O)N/N=C/c1c(C)c(C(=O)c2ccc(F)cc2)n2ccccc12	24	-10	-18	-6	1	-17	-21	6	21
COc1ccc(N2C(=O)CS/C2=C\[N+](=O)[O-])cc1	-0.1	-19	0	-1	-4	-3	3	-2	-2
CC(=O)Nc1cc2ccc(OC(C)=O)cc2oc1=O	0.7	-32	6[fluorescence artefact?]	86*	1	-16	-11	59*	23
CN(C)c1ccc(C(CNC(=O)c2ccccc2Br)c2c[nH]c3ccccc23)cc1 (centres undefined)	1.3	4	-15	3	-38	-22	-12	16	3
CCOC(=O)N1CCN(C(=O)CCCCn2c(=S)[nH]c3ccsc3c2=O)CC1	0.0	0	-5	7	0	-7	-1	20	25
CC(C)Cn1c(=O)[nH]c(=O)c2c(C(F)(F)F)cc(-c3ccccc3)nc21	0.1	-19	4	-2	2	-12	x	-1	20
Cc1nc(NC(=O)c2ccccc2)sc1Cc1ccc2c(c1)OCO2	0.1	-9	0	2	-19	-3	-24	-4	4
COc1cc(C(=O)N2CCC(C(=O)Nc3cccc(C(C)=O)c3)CC2)cc(OC)c1OC	1.5	-3	10	0	-10	-14	-7	5	-12
N#Cc1ccc(C23CC4(C2)[C@H](CN(Cc2ccc(C(F)(F)F)cc2)[C@@H]4c2ccccc2)C3c2ccc(Cl)nc2)cc1 (some centres undefined)	0.5	-6	-2	1	-28	-28	11	1	22
O=C(NC1CCCCCC1)C(Cc1ccccc1)n1cccc1 (centres undefined)	0.4	-13	1	-1	-9	-11	-18	-2	13
Cc1ccccc1Cn1cnc2c(cnn2C(C)(C)C)c1=O	0.3	-4	13	-2	2	-14	-11	4	0

Ordered by count of non-hydrogen atoms (ascending): 4 of the compounds above.
SMILES	zVAD death inh	Tb hexokinase	14-3-3 Bad inh	Runt-CBFb FRET	p47phox inh	EBV gp42 block	MDM2 E3 inh	Runt-SMMHC FRET	Hck Nef HTS
COc1ccc(CNC(=O)c2coc(=O)c3ccccc23)cc1	3.1	1	-1	1	3	-7	9	-2	22
O=C(NCc1ccccc1)C1CCCN(S(=O)(=O)c2cccnc2)C1 (centres undefined)	-0.3	-3	-5[fluorescence artefact?]	0	-10	-24	15	-2	0
CCOC(=O)N1CCN(C(=O)CCCCn2c(=S)[nH]c3ccsc3c2=O)CC1	0.0	0	-5	7	0	-7	-1	20	25
CC(CCc1ccccc1)NC(=O)COc1ccc(S(=O)(=O)N2CCOCC2)cc1[N+](=O)[O-] (centres undefined)	0.0	-9	1	-7	2	-19	3	2	5

New compounds follow:
SMILES	zVAD death inh	Tb hexokinase	14-3-3 Bad inh	Runt-CBFb FRET	p47phox inh	EBV gp42 block	MDM2 E3 inh	Runt-SMMHC FRET	Hck Nef HTS
Cc1ccc[n+](CC(=O)/C=C2\N(C)c3ccccc3C2(C)C)c1	x	-52	8	-3	-12	-2	-3	3	5
O=C(O)CNS(=O)(=O)c1ccc(C2CCCCC2)cc1	1.8	-3	-7	-1	-5	-5	0	2	15
CCCCC(=O)NC(=S)NNC(=O)c1ccc(OC)cc1	1.4	-2	-14	12	3	6	x	2	0
CC(C)Cn1c(SCC(=O)c2ccc(Cl)s2)nnc1-c1ccco1	-0.5	13	13[fluorescence artefact?]	5	-10	-6	-15	0	-1
Cc1ccc(NC(=O)Cc2c(O)c3ccccc3[nH]c2=O)c(C)c1	-0.1	2	-2	-2	-24	-4	-8	-1	0
COc1ccc(-c2nn(-c3ccccc3)cc2N)cc1	16	-5	-19	1	-6	2	-6	-2	23
CCOC(=O)c1ccc(NC(=O)Cn2nnc(-c3ccc(F)cc3)n2)cc1	4.8	-4	-3	2	-21	-19	-17	5	-7
CCCSc1nc(O)c(C2OC(=O)c3c2ccc(OC)c3OC)c(=O)n1-c1ccccc1 (centres undefined)	-1.0	0	-17	3	-10	-4	-12	0	2
CN1CCN(C(=O)c2ccc(C(C)(C)C)cc2)CC1	1.5	-2	-3	0	10	-5	-6	2	-2
COCC(C)NC(=O)COc1ccc(Cl)cc1Cl (centres undefined)	0.8	1	1	1	-7	-32	-2	1	-2
Cc1c(C(=O)Nc2ccccc2-c2ccccc2)cccc1[N+](=O)[O-]	-0.3	-1	-7	-2	-15	-8	-24	4	1
Cc1ccc(CSc2nc3c(c(=O)[nH]2)C(c2ccncc2)C2=C(CCCC2=O)N3)cc1 (centres undefined)	0.0	-19	-10	12	-33	1	-17	28	-5
CC(=O)c1nn(-c2cccc(Cl)c2)cc1C(=O)c1ccco1	0.2	-4	5	2	6	-7	-3	1	-1
CCCCNc1nnc(SCC(=O)N2CCN(S(=O)(=O)c3ccc4ccccc4c3)CC2)s1	-0.6	-4	5[fluorescence artefact?]	-2	-1	-29	-1	0	2
O=C(CN1C(=O)CCC1=O)Nc1nc(-c2ccc(Oc3ccccc3)cc2)cs1	-0.5	-6	2	-4	-23	6	-14	-7	0
Cc1cccc(N2C(=N)SCC2=O)c1C	0.9	34	3	0	-3	-9	1	0	5
COc1ccc(Cn2ccnc2)cc1[N+](=O)[O-]	0.5	0	-12[fluorescence artefact?]	6	-4	0	-10	0	2
Cc1c(C(=O)N2CCc3ccccc32)oc2c1C(=O)CC(C)(C)C2	-0.2	-9	-9	0	-21	-13	-17	-1	0
Cn1c(-c2ccccc2)c(/C=N/NC(=O)c2ccc(O)cc2)c2ccccc21	5.7	-9	5	0	-23	-2	1	0	1
CCC(=O)NC1(Cc2ccc(O)cc2)CCCCC1	-0.5	-1	-10	2	-2	-2	-2	4	1
CCOc1cc(C(=O)Nn2cnnc2)cc(OCC)c1OCC	-0.6	-1	2	-1	15	3	-4	0	-3
CN(C)/C=N/c1nc2nccc(-c3cccc(Cl)c3)n2n1	2.9	-14	-1	3	-9	-15	-1	2	2
Cc1noc(C)c1S(=O)(=O)N1CCCC(C(=O)NCC2CCCO2)C1 (centres undefined)	-0.1	4	-6	-1	-2	2	11	-1	0
COc1cc2nc(Cl)nc(N3CCN(C)CC3)c2cc1OC	2.0	-14	-15	2	-9	-6	4	2	24
COCC(=O)N1CCN(c2cccc(C(F)(F)F)c2)CC1	-1.3	7	6	-1	-2	-2	-10	4	12
Cc1ccccc1C(=O)NC(=S)NCC1CCCO1 (centres undefined)	-0.4	-5	-9	8	0	-8	6	-2	1
c1ccc(-n2nnnc2Oc2ccc(-c3nnco3)cc2)cc1	-0.3	0	-4[fluorescence artefact?]	x	6	-20	-7	x	-1
COc1ccccc1OCCC(=O)OCC(=O)Nc1ncc(Cl)cc1Cl	-0.2	5	1	0	-10	19	-2	1	2
O=C(Nc1nnc(SCC(=O)N2CCCc3ccccc32)s1)c1ccccc1	0.5	-14	0[fluorescence artefact?]	-1	-4	-2	-22	-10	2
CC(OC(=O)CCc1nc2ccccc2c(=O)[nH]1)C(=O)Nc1ccc2c(c1)OCO2 (centres undefined)	-0.1	8	-5	1	-6	-6	-10	-4	8
CCN(CC)C(=O)/C(=C/c1cn(S(=O)(=O)N(C)C)c2ccccc12)NC(=O)c1ccc(OC)cc1	-0.4	-15	0	-3	16	-11	7	0	15
COC(=O)[C@H]1C[C@@H]1[C@H](NC(=O)c1cnccn1)c1ccccc1	1.5	1	0	1	-6	-12	x	-2	-5
CCCC(=O)NC(NC1CCS(=O)(=O)C1)C(Cl)(Cl)Cl (centres undefined)	1.1	-1	-11	2	1	-14	-3	2	23
C=CCn1c(COc2ccc(F)cc2)nnc1SCC(=O)c1c[nH]c2c(CC)cccc12	4.4	-5	6[fluorescence artefact?]	0	-20	-12	1	2	0
CC(C)(C)OC(=O)c1c(N)n(CCCN2CCCC2=O)c2nc3ccccc3nc12	1.0	-15	1	69*	-16	-17	-4	124*	44
Cc1cc(=O)[nH]c(SCc2cccc(Br)c2)n1	-0.1	-4	14	-1	-4	-3	-8	-6	14
Cc1ccc(C2=NN(CC(=O)NCc3cccs3)C(=O)CC2)cc1	0.8	-3	-4	-1	-4	-6	-13	-3	15
CCC/C(O)=C1\C(=O)CC(c2ccccc2)CC1=NCCc1c(C)[nH]c2ccccc12 (centres undefined)	x	2	-3[fluorescence artefact?]	-1	-12	-2	x	-1	-11
O=S(=O)(/N=C(\Nc1ccc(F)cc1)C(F)(F)F)c1ccccc1	0.0	0	24[fluorescence artefact?]	0	3	-3	-4	-4	2
Cc1sc2nc(SCC(=O)NCc3ccco3)n(Cc3ccccc3)c(=O)c2c1C	0.3	-9	0	3	-10	-12	-5	-3	-1
O=C(NC1CCC(NC(=O)C2CCCO2)CC1)C1CCCO1 (centres undefined)	0.3	6	7	1	-5	-6	2	-3	-5
